# From PubChem BioAssay
# CFTR F508del cor = CFTR F508del correction in bronchial cells; CFBE cells, YFP halide quenching; stimulated with forskolin plus potentiator P3; % fluorescence drop versus neutral controls; activity (quench increase), % at 7.58 µM; 350,000 tested, 0.36% active;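 active = mean added fluorescence quench of at least 8% versus neutral control, with both replicates also reaching 8%; inconclusive = only one of the mean or replicate conditions met; inactive = mean below 8% and not both replicates reaching 8%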;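 note: cells transiently co-express mutant CFTR-F508del with the halide-sensitive YFP; corrector assay measuring rescue of mutant channel to the surface after 24 h compound exposure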
# Xi reactivation = activators of X-chromosome reactivation in mouse fibroblasts; XiGFP mouse fibroblasts, % GFP-positive cells imaging, 3 d; cells co-treated with 5-aza-dC sensitizer; scaled so ellipticine positive control = 100%; activation, % at 7.58 µM; 360,000 tested, 0.055% active;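 active = mean normalized replicate activation at least 10% and every replicate at or above 10%; inconclusive = only one of the two criteria met; inactive = mean below 10% and not all replicates reach 10%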;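 note: 0% = median of on-plate neutral control wells and 100% = ellipticine 6 µM median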
#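 System: 68-5-11 XiGFP fibroblast line; Timing: 3 days compound exposure; Compound dosing: one concentration, pinned; Benchmarks: positive control ellipticine, 6 µM final; Buffer or medium: DMEM containing 5-aza-dC.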
# RAD54 inh = blocks human RAD54 Holliday junction branch migration. 360,000 tested, 0.14% active. inhibition, % at 10.4 µM. Q92698. FAM/BHQ fluorescence;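 active = mean normalized replicate activity at least 40 and at least half of replicates scoring 40 or more; inconclusive = only one of the two criteria met; inactive = mean below 40 and under half of replicates reaching 40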;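 note: 0% = median of neutral control wells and 100% = median of positive control wells; inhibitors cause a drop in the FAM fluorescence signal; in these data hits start at about 50%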
# ERAP1 HTS inh = ERAP1 (human) enzyme inhibition. AID 652197. Q9NZ08. inhibition, % at 10.7 µM. recombinant ERAP1, Leu-AMC fluorescence, 60 min. 340,000 tested, 0.15% active;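 active = mean replicate inhibition of at least 30%, or all replicates individually reaching that 30% level; inactive = mean below 30% and not every replicate reaching it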;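 note: 0% = neutral control wells and 100% = L-leucinethiol positive control wells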
# esBAF inh = inhibitors of esBAF chromatin remodeling in mouse ES cells | Bmi1-luciferase knock-in reporter, 24 h; 100% = twice the neutral-well signal | reporter increase, % at 12.5 µM | 350,000 tested, 2% active | AID 602393; in the data active = activation above about 40%; inconclusive = no clear call, values can overlap the other calls;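 note: 0% = median of the plate's neutral control wells and 100% = double that signal; a rise in the Bmi1 reporter signal indicates esBAF inhibition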
# GSIS activator = GLuc luminescence reporter in INS-1E cells, primary screen for activators of glucose-dependent secretion of insulin; AID 743287; activation, % at 16.6 µM; INS-1E GLuc reporter insulin secretion, 2-3 h; 370,000 tested, 0.61% active;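 active = lowest replicate activation of at least 40%, so every replicate reaches that level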;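 note: 0% = median of neutral control wells and 100% = median of IBMX positive control wells; some compounds called inactive have numbers as strong as hits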
# RAD52 anneal inh = RAD52 (human) annealing inhibition; 360,000 tested, 0.46% active; P43351; recombinant RAD52 DNA annealing, FRET fluorescence; inhibition, % at 18.7 µM;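 active = every replicate showing at least 50% inhibition; inconclusive = mean inhibition at least 50% but not in every replicate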
# Target sequence (P43351 whole entry, looked up): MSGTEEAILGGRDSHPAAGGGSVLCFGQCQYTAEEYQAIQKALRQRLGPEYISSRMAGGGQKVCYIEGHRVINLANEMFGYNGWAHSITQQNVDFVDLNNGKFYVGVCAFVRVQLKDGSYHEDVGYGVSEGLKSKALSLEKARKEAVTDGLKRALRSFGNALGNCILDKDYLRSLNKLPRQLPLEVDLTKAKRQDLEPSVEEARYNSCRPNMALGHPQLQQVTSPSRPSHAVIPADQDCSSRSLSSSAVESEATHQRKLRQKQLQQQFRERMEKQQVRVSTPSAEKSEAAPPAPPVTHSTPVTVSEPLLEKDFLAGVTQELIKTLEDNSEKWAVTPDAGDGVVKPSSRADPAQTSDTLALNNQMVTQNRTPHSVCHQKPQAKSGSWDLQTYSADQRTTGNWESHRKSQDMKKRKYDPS
# ARNT TACC3 PPI = ARNT/TACC3 interaction disruption; 390,000 tested, 0.66% active; AID 623870; AlphaScreen His-ARNT PAS-B/GST-TACC3 binding, luminescence; TACC3 fragment carries E629A point mutation; Q9Y6A5; inhibition, % at 9.99 µM;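 active = mean inhibition of replicates at least 50% and at least half of replicates each reaching 50%; inconclusive = half or more replicates reach 50% but mean below 50%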;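 note: 0% = complete ARNT plus TACC3 wells and 100% = ARNT alone without TACC3; many hits fall short of the cut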
# Numbers without * were called inactive; i = inactive; ? = inconclusive; / = not tested or not shown.
SMILES,CFTR F508del cor,Xi reactivation,RAD54 inh,ERAP1 HTS inh,esBAF inh,GSIS activator,RAD52 anneal inh,ARNT TACC3 PPI
COc1ccc(NC(=O)N(C)C[C@@H]2Oc3c(NS(=O)(=O)c4ccccc4)cccc3C(=O)N([C@@H](C)CO)C[C@H]2C)cc1,0.9,0.0,/,/,0,4,/,/
CCc1ccc(-c2nc(SCC(=O)NC3CCCC3)n[nH]2)cc1,-3.3,0.0,5,-2,-10,2,-1,-18
Cc1ccc(S(=O)(=O)N2C[C@H]3N(C(=O)OC(C)C)N(C(=O)OC(C)C)C[C@H](OC(=O)NCc4ccccc4)[C@@]3(O)C2)cc1,1.4,-0.2,1,-2,4,-38,-21,/
C[C@H]1CN([C@@H](C)CO)C(=O)Cc2cc(NC(=O)C3CC3)ccc2O[C@H]1CN(C)CC1CC1,0.3,0.4,-4,0,2,-1,4,3
O=C(Nc1cccc(F)c1)N1C[C@H]2[C@@H](c3ccccc31)[C@H](CO)N2C(=O)Cc1ccccn1,0.5,-0.1,-5,2,6,-7,-1,-1
C[C@@H]1CCCCO[C@@H](CN(C)S(=O)(=O)c2cccs2)[C@@H](C)CN([C@@H](C)CO)C(=O)c2cc(NC(=O)c3ccccc3)ccc2O1,-2.2,0.0,3,/,-4,-9,/,8
Cc1ccc(S(=O)(=O)Nc2ccc3cn[nH]c3c2)cc1C,0.6,0.1,13,0,-9,/,3,/
Cc1c(NS(=O)(=O)c2ccc(NC3CCCC3)c([N+](=O)[O-])c2)c(=O)n(-c2ccccc2)n1C,/,0.2,/,3,/,/,-11,8
Cc1sc2ncnc(N3CCCCC3)c2c1C,-2.2,/,14,-3,5,-25,-4,-23
Cc1cc(C)nc(N2CCCC(C(=O)NC(C)C)C2)n1 (stereo not given),-1.3,0.1,/,/,-6,26,-2,-2
COc1ccc(S(=O)(=O)N2CCC(C(=O)N[C@H](C(=O)NC3CCCC3)C(C)C)CC2)cc1,2.1,0.0,4,1,-2,10,5,2
C[C@@H]1CCCCO[C@@H](CN(C)Cc2ccncc2)[C@@H](C)CN([C@@H](C)CO)C(=O)c2cc(NS(=O)(=O)c3cccs3)ccc2O1,-1.8,-0.2,-2,2,-6,3,-11,-1
FC(F)(F)c1cccc(CN2CCSCC2)c1,1.2,0.0,10,-5,-7,-2,0,-3
O=C(CN1CCN(C(=O)C2CCCO2)CC1)Nc1ccc(F)cc1 (stereo not given),-0.7,0.0,-11,1,-4,11,-6,1
COCC(=O)NC[C@@H]1[C@@H](c2ccccc2)[C@@H](CO)N1C(C)=O,0.3,0.1,-1,2,-3,6,-4,-3
CC(Oc1ccc(Br)cc1)c1nc2c3ccccc3nc(=S)n2[nH]1 (stereo not given),0.0,-0.2,/,-3,/,-32,-4,3
CNC[C@H]1Oc2ncc(-c3ccc(OC)cc3)cc2C(=O)N([C@@H](C)CO)C[C@H]1C,-2.9,-0.7,3,0,3,-9,17,8
c1ccc(N2CCCCC2)c(Nc2nc3ccccc3n3cnnc23)c1,2.1,-0.7,4,-1,/,0,-4,-7
CC(c1ccc(F)cc1)n1c(-c2cccs2)n[nH]c1=S (stereo not given),-2.4,0.2,/,1,/,8,6,-3
COc1ccc(C(CCO)NC(=O)c2cccs2)cc1OC (stereo not given),1.1,0.0,-3,2,-5,5,3,1
CCc1ccc(OCC(=O)N/N=C/c2cc([N+](=O)[O-])ccc2N2CCOCC2)cc1,1.8,-0.1,15,-3,/,-17,8,-4
C[C@@H]1CN([C@H](C)CO)C(=O)c2cc(C#CC3CCCCC3)cnc2O[C@H]1CN(C)S(=O)(=O)c1ccccc1,2.9,-0.2,-2,-1,-1,-24,1,11
O=C(CN1CCN(S(=O)(=O)/C=C/c2ccccc2)CC1)Nc1ccc(N2CCOCC2)cc1,-2.9,-0.1,-9,2,-9,-9,-2,5
CCc1cc2c(=O)n(Cc3ccco3)c(SCC(=O)NCC3CCCO3)nc2s1 (stereo not given),0.6,0.1,1,-2,8,-5,1,3
CN(CC(=O)Nc1cccc(F)c1)C(=O)c1ccc(N2C(=O)c3ccccc3C2=O)cc1,-1.8,0.1,3,-2,-1,21,-16,/
C[C@@H]1CN([C@@H](C)CO)C(=O)c2cccc(NC(=O)c3cnccn3)c2O[C@@H]1CN(C)C(=O)Nc1cccc2ccccc12,0.9,-0.7,-3,1,2,-19,-9,2
CCn1c(SCC(=O)Nc2ccc(C)cc2)nnc1-c1cnccn1,-0.2,0.1,/,0,0,-5,-17,-1
COc1ccccc1NC(=O)COC(=O)CCn1c(C)csc1=O,-0.5,0.1,/,0,/,9,12,-1
CCC1CCCCN1C(=O)CCS(=O)(=O)c1ccccc1 (stereo not given),0.4,-0.2,2,-1,/,15,-8,-33
CC(C)NC[C@@H](O)COc1ccc(CC(N)=O)cc1,/,0.1,3,0,0,-2,-3,-1
CC(=O)N1CC(C)Oc2ccc(S(=O)(=O)NC(CC(=O)O)c3cc(C)ccc3C)cc21 (stereo not given),0.4,0.0,2,-4,-5,17,-7,-10
Cc1ccc2c(CN(C)Cc3cccc(Cl)c3)cc(=O)oc2c1C,1.2,0.0,-6,0,3,6,-8,0
Oc1[nH]c2ccccc2c1N=Nc1ccccc1F,/,0.0,/,1,86*,14,i,1
C[C@@H]1CN([C@@H](C)CO)S(=O)(=O)c2ccc(C#CC3CC3)cc2O[C@@H]1CN(C)Cc1cccc(F)c1,1.9,-0.9,-4,0,-1,10,-10,-3
C=CCN(C(=O)c1csnn1)C(C(=O)NCc1ccccc1)c1c(F)cccc1Cl (stereo not given),-2.5,0.3,-2,-1,0,-18,-8,-1
CN(C)S(=O)(=O)c1cccc(NC(=S)NC(=O)c2ccco2)c1,0.4,0.0,-1,1,?,17,-5,/
CSc1nc(N2CCOCC2)nc2ccc(C)cc12,0.2,0.0,-3,-24,27,/,11,-35
CCN(CC)c1ccc(/C=N/NC(=O)CC(C)C)cc1,-1.6,0.1,1,-1,13,2,-12,1
COc1ccc(S(=O)(=O)Nc2cccc3c2O[C@H](CN(C)Cc2ccccc2)[C@H](C)CN([C@H](C)CO)C3=O)cc1,-0.1,0.0,-7,0,1,-12,0,-3
Cc1onc(-c2ccccc2)c1CNC(=O)C1COc2ccccc2O1 (stereo not given),-2.5,0.0,/,1,-3,/,-5,-6
CCC(=O)Nc1ccc2c(c1)C(=O)N(C)[C@H]1CC[C@@H](CC(=O)NCC3CCCCC3)O[C@H]1CO2,3.1,0.0,-1,0,3,-8,0,8
CC=Cc1ccc2n(c1=O)C[C@@H]1[C@@H](CO)[C@H](C(=O)NCCN3CCCCC3)N(C(C)=O)[C@H]21 (mixture of isomers),2.9,0.0,/,-5,/,1,10,/
CSc1ccccc1NC(=O)C1CCCO1 (stereo not given),-2.6,/,4,-1,2,-30,3,-3
COc1ccccc1C(=O)C1CCCN(C(=O)c2cn3cc(Cl)ccc3n2)C1 (stereo not given),3.2,0.0,-2,4,7,/,-12,2
CC(C)S(=O)(=O)C1=NSC2=NC(=O)/C(=C\c3ccc(OC(=O)c4ccco4)cc3)C(=N)N21,-1.5,0.1,1,1,-4,1,-71,12
C[C@@H]1CCCCO[C@@H](CN(C)S(=O)(=O)c2ccccc2)[C@H](C)CN([C@H](C)CO)C(=O)c2cc(NS(=O)(=O)c3ccc(Cl)cc3)ccc2O1,-1.8,-0.1,5,5,0,-3,-14,21
O=C(Nc1cccc(C(=O)NC2CC2)c1)c1ccc(Cl)c(S(=O)(=O)N2CCOCC2)c1,0.5,-0.1,-1,-8,8,-3,-9,6
O=C(NC1CCCC1)[C@H]1[C@H](CO)[C@H]2Cn3c(ccc(-c4ccccc4)c3=O)[C@@H]1N2CCc1ccccc1,/,0.5,-2,-3,4,-21,-6,8
Cc1ccc(C(=O)NCc2cccc(C(F)(F)F)c2)cc1S(=O)(=O)N1CCCCC1,-3.7,-0.8,-6,-1,9,-20,-3,2
CN1C(=O)c2cc(NC(=O)Cc3ccccc3)ccc2OC[C@H]2O[C@H](CC(=O)NCc3ccc(Cl)cc3)CC[C@@H]21,-0.6,0.2,-1,/,5,6,/,-1
CCOC(=O)/C(C#N)=C/C=C1\C=Cc2ccccc2N1CC,-1.2,0.4,/,-1,/,-3,-33,0
COc1ccc2c3c(n(C)c2c1)[C@H](CO)N(Cc1ccccc1F)CC31CN(C(=O)C2CCCC2)C1,0.2,0.3,/,-2,/,-15,-12,/
O=C(OCc1ccccc1)N1CCC2CC1c1cc(-c3cc4ccccc4o3)ccc12 (stereo not given),1.6,0.3,-3,4,2,7,-10,/
Cc1ccc(SCC(=O)OCC(=O)N2CCN(C(=O)c3ccco3)CC2)c(C)c1,-1.8,0.8,-19,1,6,-7,-3,-2
COc1ccc(C(=O)/C(=C/N(C)C)S(=O)(=O)c2ccccc2)cc1,4.0,0.3,/,1,/,-13,-24,-3
Cc1ccc(C(C)C)c(OCC(=O)NNCC(=O)Nc2cccc(F)c2)c1,1.0,-0.1,5,1,-7,4,-11,-21
COc1cccc(CN2[C@@H]3CN(C(=O)CC(F)(F)F)c4ccccc4[C@@H]3[C@@H]2CO)c1,-3.0,0.3,2,-1,0,3,-25,0
CSc1ncccc1C(=O)Nc1cc(C)ccn1,0.8,-0.2,8,-2,-8,32,-10,-11
CCCCN(C=O)c1c(CC)nc2c(OCC(=O)C(C)(C)C)cccn12,1.2,0.0,1,-1,-7,-12,-8,/
CC1(C(=O)NS(=O)(=O)Cc2cccc(Cl)c2)CCN1C(=O)Cc1ccc(-c2ccccc2)cc1 (stereo not given),-0.2,-0.1,5,0,2,-13,-10,/
